Screens deposited in PubChem by National Center for Advancing Translational Sciences (NCATS).
NPC1 promoter act: NPC1 promoter activation | Huh7 NPC1 promoter luciferase reporter, 24 h | 2.4% of 320,000 active | Potency, µM (titrated, usually from 9.22 µM), inactives show top-dose activation, hits mostly activators;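 also: potency is read from the fitted curve at half-maximal effect; % of control where 0% means no effect; nearly all actives have a fitted effect of over 60% in size; reporter is driven by a mutant NPC1 promoter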
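Cells: Huh7 expressing luciferase under the NPC1 promoter, 1500/well. Seeded 2 h, compound added, incubated 24 h at 37 °C. Luciferase reagent, 10 min ambient, then luminescence.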
Rab9 promoter act: activates the Rab9 promoter. Huh7 Rab9 promoter-luciferase reporter, luminescence, 24 h. Potency, µM (highest dose often 9.22 µM), for inactives: top-dose activation, negative = inhibition, usual class: activators. 2.8% of 320,000 active; also: potency is read from the fitted curve at half-maximal effect; % of control where 0% means no effect; nearly all actives have a fitted effect of over 60% in size
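Promoter activation is measured as luciferase luminescence in Huh7 cells stably transfected with a Rab9 promoter–luciferase construct, following 24 h compound exposure at 37 °C and 10 min reagent incubation at ambient temperature.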
Giardia kill: Giardia lamblia killing | AID 540267 | Giardia lamblia trophozoite viability | activity change, % at 7.66 µM, hits read low | 0.15% of 340,000 active; in the data active = activity change below about -80%; inconclusive = between about -30% and that limit;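 also: parasites exposed to compound for two days anaerobically before the ATP read; % is scaled to controls: 0 for no effect and ±100 for the full control effect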
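Giardia lamblia trophozoites (100 cells/well) were incubated with compounds for 48 h at 37 deg C under anaerobic conditions. Viability was read as ATP content by one-step luminescence after 15-30 min at room temperature.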
RORg inh: inhibitors of mouse ROR gamma transcriptional activity. AID 2551. Drosophila S2 Gal4-RORgamma UAS-luciferase reporter, 20 h. Potency, µM (highest dose often 53.6 µM), for the others: at the top dose activity change, negative = inhibition, usual class: inhibitors. 5.4% of 310,000 active; also: potency is read from the fitted curve at half-maximal effect; % is scaled to controls: 0 for no effect and ±100 for the full control effect; nearly all actives have a fitted effect of over 60% in size
Target sequence (P51450 whole entry, looked up, the tested form may be a part): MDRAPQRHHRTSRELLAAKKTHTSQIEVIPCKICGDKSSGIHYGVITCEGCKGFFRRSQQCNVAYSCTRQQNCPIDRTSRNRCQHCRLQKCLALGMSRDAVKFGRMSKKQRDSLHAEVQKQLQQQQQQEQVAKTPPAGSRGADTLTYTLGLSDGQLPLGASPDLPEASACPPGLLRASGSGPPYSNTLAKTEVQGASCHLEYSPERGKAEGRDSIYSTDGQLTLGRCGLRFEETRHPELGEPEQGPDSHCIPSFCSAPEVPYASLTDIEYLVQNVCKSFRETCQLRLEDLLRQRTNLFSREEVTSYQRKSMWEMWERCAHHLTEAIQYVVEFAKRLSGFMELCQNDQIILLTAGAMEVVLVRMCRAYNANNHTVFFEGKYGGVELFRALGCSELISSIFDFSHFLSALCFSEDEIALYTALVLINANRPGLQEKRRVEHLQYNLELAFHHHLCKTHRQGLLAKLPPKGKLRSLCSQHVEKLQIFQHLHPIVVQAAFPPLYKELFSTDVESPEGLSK
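Drosophila S2 cells stably expressing Gal4-DBD/mouse RORγ fusion under metallothionein promoter plus UAS-luciferase; compound 1 h, then 700 uM CuSO4 induction for 20 h at ambient temperature; inhibition read as reduced luminescence.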
Menin-MLL TR inh: menin-MLL binding inhibition, Texas Red mutant peptide. Menin + Texas Red MLL mutant peptide, fluorescence polarization. Potency, µM (top dose mostly 61.6 µM), inactives show at the highest dose FP activity change, negative = inhibition, hits mostly inhibitors. 0.23% of 270,000 active. AID 1768; active = well fitted inhibition curve with a large enough effect in the polarisation, with a control signal flat, not every such curve was filed as active; inconclusive = small, poorly fitted or top-dose-only effect, or effect the other way, or a change in a side signal; inactive = no such curve, though single readings can be large or run the other way; the % refers to the polarisation; also: potency is read from the fitted curve at half-maximal effect; % of control where 0% means no effect; many of its hits are not listed in these tables
BRCA1 expr up: increases BRCA1 expression; MCF7-BRCA1-FFLuc reporter, luminescence, 48 h; response scale: scaled: vehicle 0%, 10 µM genistein 100%; 1.1% of 380,000 active; Potency, µM (series often up to 46.1 µM), without a hit: top-dose activation, most hits filed as activators; also: potency is read from the fitted curve at half-maximal effect; nearly all actives have a fitted effect of over 80% in size; some results filed as inactive show a strong effect at the top dose
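Quantitative HTS in MCF7 cells stably reporting BRCA1 expression via firefly luciferase. Compound treatment lasts 48 h at 37 °C in phenol-red free MEM. Activation is expressed relative to genistein at 10 microM and DMSO.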
PKM2 act: increases activity of human pyruvate kinase M2. 0.34% of 260,000 active. purified PKM2, Kinase-Glo ATP luminescence, activation; response scale: 0% is enzyme alone, no compound. Potency, µM (highest dose often 57.5 µM), inactives show at the highest dose activation, hits mostly activators. P14618; also: potency is read from the fitted curve at half-maximal effect; % is scaled to controls: 0 for no effect and ±100 for the full control effect; nearly all actives have a fitted effect of over 55% in size
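ATP formation by purified human PK-M2, quantified via coupled luciferase luminescence after 1 h at room temperature with 0.1 mM ADP and 0.5 mM PEP final.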
FLuc counter: inhibits or activates purified firefly luciferase, miR-21 counter-screen | P08659 | purified FLuc, Km substrates, luminescence inhibition | Potency, µM (series often up to 57.5 µM), inactives show at the highest dose activity change, negative = inhibition, usual class: inhibitors | 6.9% of 360,000 active;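 also: potency is read from the fitted curve at half-maximal effect; plate controls were vehicle for no effect and reference inhibitor for full effect; nearly all actives have a fitted effect of over 55% in size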
Target sequence (P08659 whole entry, looked up): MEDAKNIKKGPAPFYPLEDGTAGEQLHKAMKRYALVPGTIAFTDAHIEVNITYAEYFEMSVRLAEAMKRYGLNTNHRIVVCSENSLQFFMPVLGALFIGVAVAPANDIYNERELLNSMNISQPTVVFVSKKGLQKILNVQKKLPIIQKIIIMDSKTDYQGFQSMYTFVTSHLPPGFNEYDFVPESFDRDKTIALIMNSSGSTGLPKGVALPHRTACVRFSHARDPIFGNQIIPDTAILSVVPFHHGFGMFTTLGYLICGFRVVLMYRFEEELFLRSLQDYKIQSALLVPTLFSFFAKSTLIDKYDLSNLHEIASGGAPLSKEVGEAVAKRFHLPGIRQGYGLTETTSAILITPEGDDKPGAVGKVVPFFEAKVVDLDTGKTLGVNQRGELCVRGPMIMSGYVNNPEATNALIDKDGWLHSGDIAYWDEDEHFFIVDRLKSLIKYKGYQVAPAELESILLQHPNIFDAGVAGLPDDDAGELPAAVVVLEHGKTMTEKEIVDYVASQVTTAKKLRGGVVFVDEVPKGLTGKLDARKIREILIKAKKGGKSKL
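Biochemical qHTS of compounds, final roughly 60 µM downward over six points, against 10 nM purified firefly luciferase using Km concentrations of substrates (10 uM D-luciferin, 10 uM ATP) in Tris acetate pH 7.5 buffer; luminescence output.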
ELG1 genotoxic: genotoxicity induction in ELG1-luciferase HEK293T cells. HEK293T ELG1-luciferase reporter, luminescence, 16 h. Potency, µM (doses to about 46 µM), for the others: at the top dose activity change, positive = activation, hits mostly activators. 1.3% of 330,000 active. AID 504466; also: potency is read from the fitted curve at half-maximal effect; % of control where 0% means no effect; nearly all actives have a fitted effect of over 60% in size
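Screening used a luciferase reporter fused to human ELG1 in HEK293T cells. Luminescence was read on a CCD plate imager after 16 hr exposure and 30 min ONE-Glo incubation.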
Gal4-VP16 FLuc: Gal4-VP16 reporter inhibition counter-screen | Drosophila S2 Gal4-VP16 UAS-luciferase, luminescence, 20 h | Potency, µM (highest dose often 53.6 µM), without a hit: top-dose activity, negative = inhibition, most hits filed as inhibitors | AID 2546 | 3.5% of 310,000 active;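 also: Gal4-VP16 expression switched on by copper sulfate through the metallothionein promoter; potency is read from the fitted curve at half-maximal effect; % is scaled to controls: 0 for no effect and ±100 for the full control effect; nearly all actives have a fitted effect of over 50% in size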
p53 reactivator: restores transcriptional activity of mutant p53; Potency, µM (series often up to 92.2 µM), for the others: top-dose activity change, positive = activation, usual class: activators; AID 504706; H1299 p53-A138V BP100-luciferase reporter, luminescence, 24 h; 0.063% of 320,000 active; also: potency is read from the fitted curve at half-maximal effect; % of control where 0% means no effect; nearly all actives have a fitted effect of over 45% in size
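H1299 (p53-null), stable ts p53-A138V + BP100-Luc; 1000 cells/well, Opti-MEM/10% FBS; cpd 4 pt, 1:5; 24 h, 37 deg C, 5% CO2; detection reagent 10 min RT; luminescence.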
Starred values were filed as active, the others as inactive; ? = inconclusive; . = no result given; [ ] = another dose, or the depositor's remark. Unless noted, calls follow the shape of the dose curve; as a rule, active = well fitted curve in the direction sought with a large enough effect; inconclusive = small, poorly fitted or top-dose-only effect, or another doubt; inactive = no such curve, though single readings can be large; an effect the other way counts as inactive or inconclusive.

SMILES,NPC1 promoter act,Rab9 promoter act,Giardia kill,RORg inh,Menin-MLL TR inh,BRCA1 expr up,PKM2 act,FLuc counter,ELG1 genotoxic,Gal4-VP16 FLuc,p53 reactivator
O=C(Nc1ccc(Cl)c(Cl)c1)C1CCCCC1,4%,20%,10,.,.,2%,.,?,14%,.,4%
CCCCOc1ccc(C(=O)NCCOc2cccc(OC)c2)cc1,1%,3%,32[activator],0%,-3%,0%,.,0%,0%,-5%,2%
COc1ccc(-c2csc(N)n2)cc1,?,?,-6,-6%,1%,10µM*,-8%,15µM*,?,-14%,?
Cc1ccc(-c2nc(CNC(=O)c3ccco3)cs2)cc1,29%,25%,4,?,.,0%,15%,?,9%,?,1%
Cc1ccc(CN2CCNC(=O)C2CC(=O)NCCCn2ncc3ccccc32)o1 (stereo not drawn),0%,1%,31[activator],9%,-29%,0%,13%,-5%,4%,?,3%
CCOc1ccc(C2CC(c3c(O)c4ccccc4oc3=O)=NN2c2ccccc2)cc1OC (stereo not drawn),3%,-1%,14,-14%,6%,5%,1%,?,1%,9%,-2%
COc1ccc(NC(=O)CN(C)C(=O)CCSc2ccc(C)cc2)cc1,9%,0%,-2,.,.,-1%,.,-13%,-5%,.,0%
COc1cc(CNCc2cccs2)ccc1OCC(N)=O,-6%,-2%,1,4%,.,0%,-3%,0%,1%,-2%,2%
CCOC(=O)C1=C(C)N=C2SC(C)C(=O)N2C1/C=C/c1ccccc1OC (stereo not drawn),-1%,-5%,-19,32%,?,-37%,-5%,-1%,3%,-10%[0.365 µM],8%
CCOC(=O)c1nn(-c2ccccc2Cl)c(=O)cc1OCC(=O)Nc1cccc(OC)c1,-5%,-5%,-7,.,.,-29%,.,-1%,-2%,.,3%
CCN(CC)C1CCN(C(=O)c2cc(COc3ccc(F)cc3Cl)on2)C1 (stereo not drawn),7%,-3%,20,?,0%,2%,-7%,?,2%,5%,-4%
CC(C)(C)c1ccc(C(=O)NCc2nnc(SCC(=O)NCC3CCCO3)o2)cc1 (stereo not drawn),-2%,9%,6,8%,-5%,-1%,-4%,?,1%,-1%,2%
Cc1cccc(NC(=O)c2ccccc2NC(=O)c2ccco2)c1,2%,-1%,-24,24%,.,16%,15%,1%,-12%,0%,-6%
Cc1cccc(-n2cnc3cc(C(=O)N4CCc5ccccc54)ccc32)c1,1%,1%,8,18%,-13%,-29%,-10%,?,0%,?,-15%
CCOc1ccc(NC(=O)CSc2nc3ccccc3c(=O)n2CCCC(=O)NCC2CCCO2)cc1 (stereo not drawn),-6%,-4%,-2,-8%,6%,14%,.,3%,?,3%,5%

Sorted by the number under Menin-MLL TR inh (falling): some entries from above
| smiles | Menin-MLL TR inh |
| --- | --- |
| CCOc1ccc(NC(=O)CSc2nc3ccccc3c(=O)n2CCCC(=O)NCC2CCCO2)cc1 (stereo not drawn) | 6% |
| COc1ccc(-c2csc(N)n2)cc1 | 1% |
| CC(C)(C)c1ccc(C(=O)NCc2nnc(SCC(=O)NCC3CCCO3)o2)cc1 (stereo not drawn) | -5% |

Following part
SMILES,NPC1 promoter act,Rab9 promoter act,Giardia kill,RORg inh,Menin-MLL TR inh,BRCA1 expr up,PKM2 act,FLuc counter,ELG1 genotoxic,Gal4-VP16 FLuc,p53 reactivator
O=C(Cc1cccs1)N1CCN=C1SCc1ccc(F)cc1,-7%,-3%,-20,-37%,5%,1%,?,-3%,-12%,?,0%
Nc1cc(Cl)ccc1N1CCOCC1,1%,-5%,-11,8%,9%,9%,-2%,-2%,-2%,14%,1%
CCOc1ccc(N=Nc2c(=O)[nH]n3c(=O)c4c([nH]c23)CCCC4)cc1,0%,1%,-7,11%,?,14%,-4%,-11%,-3%,-4%,-5%
Cc1ccc(-n2c(C)nnc2SCC(=O)N2CCc3ccccc3C2)cc1,1%,0%,-3,-2%,-6%,-9%,-2%,0%,1%,-2%,-3%
Cc1cc(NC(=O)CSc2c[nH]c3ccccc23)no1,12%,-1%,6,?,.,-20%,3%,0%,-8%,-14%,-7%
Oc1ccc(C[C@@H]2CNCCN2CCC23CC4CC(CC(C4)C2)C3)cc1,-12%,-5%,-14,.,.,1%,.,1%,2%,.,-13%
CCn1ncc([N+](=O)[O-])c1C(=O)Nc1c(C)nn(Cc2ccc(F)cc2)c1C,-2%,4%,-9,5%,10%,0%,-2%,-1%,-1%,0%,-3%
CCNNC(=O)C(O)(c1cccc(C)c1)c1cccc(C)c1,0%,-2%,4,-4%,3%,-21%,-2%,3%,-1%,1%,-9%
CC(C)CC(=O)NC(=S)Nc1nc(-c2ccccc2)cs1,0%,2%,9,6.3µM*,?,-40%,0%,1%,2%,5.6µM*,-4%
COc1cccc(/C=C/C(=O)OCC(=O)N2CCCc3ccccc32)c1,-4%,-4%,4,.,.,4%,.,-9%,-7%,.,1%
CN(C(=O)C1CCC(=O)N(Cc2ccccc2F)C1)C1CCOCC1 (stereo not drawn),4%,10%,6,-4%,16%,-1%,-1%,-7%,6%,10%,-4%
C[C@@]12CCC=C[C@H]1[C@H](c1ccccc1Br)N(Cc1ccccc1)C2=O,.,.,-14,37%,-10%,2%,.,.,2%,-26%,-5%
O=C(O)/C(=C/c1ccco1)NC(=O)c1ccc(Br)o1,-6%,0%,-3,-17%,-4%,1%,5%,-10%,-3%,6%,7%
Cc1ccccc1CNc1nc(N)n(-c2ccccc2)n1,18%,21%,-14,17%,-6%[11.7 µM],?,27%,-17%,11%,16%,9%
COCCN1C(=O)C(=O)/C(=C(/O)c2ccc(S(=O)(=O)N3CCOCC3)cc2)C1c1ccc(OC)c(OC)c1 (stereo not drawn),-2%,-2%,10,1%,6%,-1%,3%,1%,4%,2%,14%
Cc1cc(C)n(S(=O)(=O)c2cc(C)c(C)cc2C)n1,0%,-6%,5,?,20%,6%,9%,-2%,14%,8%,-1%
CCOC(=O)N1CCN(C(=O)c2cc3cc(Br)ccc3oc2=O)CC1,-2%,5%,23,-2%,3%,-1%,2%,1%,-2%,-5%,1%
C/C(=N\N=C1/NC(=O)C(C)S1)c1ccc([N+](=O)[O-])cc1 (stereo not drawn),2%,-3%,-4,?,8%,10%,3%,-17%,6%,5%,9%
Cc1ccc(S(=O)(=O)N2CCCC2C(=O)NC2CCCCC2)cc1 (stereo not drawn),-2%,1%,-15,-30%,-3%,-20%,-10%,-1%,-6%,2%,-1%
CCOc1cc(/C=N\NC(=O)c2ccc(NC(=O)C(C)(C)C)cc2)ccc1OC(=O)c1ccc(C)cc1,-1%,-16%,3,-1%,3%,-43%,0%,3%,7%,14%,1%
CCOC(=O)CC(NS(=O)(=O)c1ccc(OC)c(C)c1)c1cccc([N+](=O)[O-])c1 (stereo not drawn),1%,-3%,0,27%,0%,-36%,1%,0%,-3%,?,-5%
CC(C)(C)c1ccc(NC(=O)CSc2nnc(-c3n[nH]c4ccccc34)o2)cc1,26%,?,-7,-8%,?,103%,-12%,.,8%,?,?
CC(=O)NNC(=S)NC(=O)C(c1ccccc1)c1ccccc1,-8%,-13%,?,?,8%,-30%,-6%,-4%,4%,3%,9%
COC(=O)[C@@H](NC(=O)NC(C)CCc1ccccc1)C(C)C (stereo partly drawn),14%,2%,-17,13%,6%,-24%,0%,3%,1%,1%,-2%
CCN(CC(=O)N1CCN(C)CC1)S(=O)(=O)c1ccc(Cl)cc1,-2%,-3%,-7,8%,-18%,-8%,-3%,3%,-1%,-3%,-2%
C[C@@H]1NC(=O)[C@H](CC(N)=O)NC(=O)c2cc([N+](=O)[O-])cc(I)c2OCC[C@@H](C(=O)NC(CC(=O)O)C(N)=O)NC1=O (stereo partly drawn),-2%,-4%,11,-1%,4%,12%,3%,6%,2%,15%,-3%
Cc1cc2[nH]c(=O)c(=O)[nH]c2cc1S(=O)(=O)NCc1ccc(Cl)cc1,-4%,1%,14,2%,11%,0%,2%,0%,-8%,-1%,10%
Cc1ccc(N2NC(=O)/C(=C/c3ccc(-c4ccc(Cl)c(C(=O)O)c4)o3)C2=O)cc1,0%,-3%,-4,-1%,21%,5%,-7%,11µM*,0%,6%,3%
Cc1ccc(-c2cc(C(F)F)n3ncc(C(=O)N4CCCCC4c4cccnc4)c3n2)cc1 (stereo not drawn),0%,-6%,10,7%,?,-69%,1%,3%,-6%,5%,1%
COc1ccccc1C(=O)NC(=O)COC(=O)CN1C(=O)NC(C)(C)C1=O,2%,0%,1,.,.,6%,.,6%,-3%,.,-1%
CCOc1ccc(N2C(=O)CC(N)C2=O)cc1 (stereo not drawn),-2%,13%,-30,1.1µM*,11%,-39%,17%,?,3%,3.2µM*,-35%[inhibitor]

A portion of the library, so the mix of outcomes need not match the whole.
